# Screening results deposited in PubChem BioAssay by National Center for Advancing Translational Sciences (NCATS).
# S2 tox = Viability Counterscreen for Primary qHTS for Inhibitors of ATXN expression; Potency, µM (doses to about 56.7 µM), most hits filed as cytotoxic; 400,000 compounds, 0.49% hits; S2 cells (HEK-293 line with an ATXN2-luciferase reporter) viability, CellTiter-Fluor protease fluorescence, 24 h; further: potency means the concentration at half of the fitted maximal effect; nearly all actives have a fitted effect of over 40% in size
# IL1B secr inh = qHTS for Inhibitors of Inflammasome Signaling: IL-1-beta AlphaLISA Primary Screen; THP-1 LPS/ATP IL-1B secretion, AlphaLISA, 16 h; stronger effect = lower value; activity change, % at 57.5 µM; 360,000 compounds, 4.7% hits; in the data active means activity change below about -50%; inconclusive means mostly about -30% to -49%; further: on the % scale 0 is the no-effect control and ±100 the full control effect
#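 Secreted IL-1B measured by AlphaLISA bead assay after 16 h compound exposure of THP-1 cells; compounds (final up to 57.5 uM) added 1 h before LPS (250 ng/mL) and ATP (1.25 mM) stimulation; lower signal means less secretion.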
# ATXN2 expr inh = Primary qHTS for Inhibitors of ATXN expression. 360,000 compounds, 0.72% hits. Potency, µM (series often up to 57 µM), without a hit: at the top dose activity change, negative = inhibition, most hits filed as inhibitors. HEK-293 ATXN2-luciferase reporter, luminescence, 24 h; further: potency means the concentration at half of the fitted maximal effect; on the % scale 0 is the no-effect control and ±100 the full control effect; nearly all actives have a fitted effect of over 55% in size
#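 ATXN2-luciferase reporter cells (luciferase flanked by upstream and downstream ATXN2 gene portions) were treated 24 h at 37 °C with compounds at up to 57 uM. SteadyGlo luminescence gave expression; GF-AFC fluorescence gave viability.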
# HT1080NT lethal = qHTS for induction of synthetic lethality in tumor cells producing 2HG: qHTS for the HT-1080-NT fibrosarcoma cell line. 360,000 compounds, 1.6% hits. HT-1080-NT fibrosarcoma viability, CellTiter-Glo ATP luminescence, 48 h. Potency, µM (series often up to 46.1 µM), for inactives: at the highest dose activity, negative = less viability, most hits filed as cytotoxic;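 further: NT is the 2HG producing partner of a matched IDH1 knockdown line; potency means the concentration at half of the fitted maximal effect; 0% = DMSO-treated cells and -100% = media-only wells without cells; nearly all actives have a fitted effect of over 55% in size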
#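 HT-1080-NT; 750 cells/well; 5% FBS RPMI; 48 h compound, 37 degrees C; CellTiter-Glo luminescence; curve fitting and curve-class assignment.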
# HT1080 IDH1KD tx = qHTS for induction of synthetic lethality in tumor cells producing 2HG: qHTS for the HT-1080-IDH1KD cell line; 360,000 compounds, 2% hits; HT-1080 IDH1 knockdown viability, ATP luminescence, 48 h; Potency, µM (series often up to 46.1 µM), for the others: top-dose activity, negative = toxicity, most hits filed as cytotoxic; AID 686971, 2013;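 further: potency means the concentration at half of the fitted maximal effect; 0% = DMSO wells and -100% = cell-free medium wells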
#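 CellTiter-Glo luminescence after 48 h compound exposure at 37 degrees C of IDH1-knockdown HT-1080 cells in 5% FBS RPMI. %Activity scaled between DMSO wells and cell-free media wells, with curves fitted and assigned curve classes.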
# SW480 rerep = A quantitative high throughput screen for small molecules that induce DNA re-replication in SW480 colon adenocarcinoma cells | SW480 DNA re-replication, Hoechst DNA content imaging, 48 h | Potency, µM (highest dose often 46.1 µM), inactives show at the highest dose re-replication activation, hits mostly activators | 340,000 compounds, 1.8% hits | AID 624297, 2012; further: potency means the concentration at half of the fitted maximal effect; % of control where 0% means no effect; nearly all actives have a fitted effect of over 55% in size
#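 Treated cells incubate 48 hr (37 C, 5% CO2), are stained 40 min with Hoechst, and nuclear fluorescence is enumerated; a rise in nuclei with high DNA signal marks re-replication.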
# MCF10A rerep = A quantitative high throughput screen for small molecules that induce DNA re-replication in MCF 10a normal breast cells; MCF 10A DNA re-replication, Hoechst nuclear intensity, 48 h; Potency, µM (highest dose often 46.1 µM), inactives show at the highest dose activity, positive = re-replication, most hits filed as activators; 350,000 compounds, 2.9% hits; AID 624296, 2012; further: potency means the concentration at half of the fitted maximal effect; % of control where 0% means no effect; nearly all actives have a fitted effect of over 50% in size
# KB-V1 cytotox = qHTS assay for MDR1-selective chemotherapeutics: Primary screen using the drug-selected MDR subline cells KB-V1 | KB-V1 MDR cells viability, CellTiter-Glo, 72 h | Potency, µM (titrated, usually from 46.1 µM), for inactives: top-dose activity change, negative = cytotoxicity, most hits filed as cytotoxic | 400,000 compounds, 3.4% hits; further: potency means the concentration at half of the fitted maximal effect; on the % scale 0 is the no-effect control and ±100 the full control effect; nearly all actives have a fitted effect of over 60% in size
#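 In this primary screen, KB-V1 cells overexpressing P-gp are incubated with library compounds (lowest to highest concentration) for 72 h at 37 degrees C before a luminescent ATP viability read.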
# KB-3-1 tox = qHTS assay for MDR1-selective chemotherapeutics: Primary screen using the parental adenocarcinoma cell KB-3-1. AID 1347075, 2019. KB-3-1 viability, CellTiter-Glo ATP luminescence, 72 h. 400,000 compounds, 1.4% hits. Potency, µM (highest dose often 46.1 µM), for inactives: top-dose activity change, negative = cytotoxic, usual class: cytotoxic; further: potency means the concentration at half of the fitted maximal effect; on the % scale 0 is the no-effect control and ±100 the full control effect; nearly all actives have a fitted effect of over 60% in size
#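 Screening of KB-3-1 cells (DMEM, 10% FBS, phenol-red free) ran from lowest to highest compound concentration; after 72 h at 37 °C viability was read luminescently and curves fitted.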
# An asterisk follows results filed as active; i = inactive; ? = inconclusive; · = not tested or not shown; [ ] = dose if it differs, or a comment. Unless noted, the call rests on the fitted dose curve; in most records, active means well fitted curve in the direction sought with a large enough effect; inconclusive means small, poorly fitted or top-dose-only effect, or another doubt; inactive means no such curve, though single readings can be large; an effect the other way counts as inactive or inconclusive. Compounds as they come. Share with any hit: about 11%.
SMILES,S2 tox,IL1B secr inh,ATXN2 expr inh,HT1080NT lethal,HT1080 IDH1KD tx,SW480 rerep,MCF10A rerep,KB-V1 cytotox,KB-3-1 tox
COc1ccc(NC2CCCN(C(=O)c3oc(C)cc3C)C2)cc1OC (configuration not stated),i,0,-13%,2%,-6%,1%,1%,-14%,2%
O=C(COc1ccccc1Cl)c1ccc[nH]1,i,-11,41%[activator],29%,16%,-4%,-33%[inhibitor],-11%,-1%
CC(C)c1ccc(C(=O)NCCCN2CCN(CCCNC(=O)c3ccc(C(C)C)cc3)CC2)cc1,?,0,-14%,18µM*,?,?,23µM*,?,5%
O=S(=O)(NCc1ccccc1)c1ccc(S(=O)(=O)N(Cc2ccccn2)Cc2ccco2)cc1,i,-1,-10%,?,-2%[9.24 µM],-4%,4%,?,9%
Cn1c(C(=O)N2COCC2(C)C)cc2c(=O)n3ccccc3nc21,i,-4,48%[activator],21%,20%,-3%,-13%,?,17%
O=C1NC[C@H](Cc2ccccc2)N(C[C@H]2CCCN2C[C@H](Cc2ccc(O)cc2)N2C[C@H](Cc3ccc(O)cc3)N(CC3CCCCCC3)C(=O)C2=O)C1=O,i,?,0%,?,?,6%,2%,18%,6%
COc1ccc(CNC(=O)c2cc3c(-c4ccccc4F)nn(C)c3s2)c(OC)c1,i,·,?,·,·,·,·,-2%,?
Cc1cccc(NC(=S)N2CCC(C(=O)c3ccc(F)cc3)CC2)c1C,i,7,2%,?,-4%,-2%,?,4%,-1%
Cn1c(CNC(=O)C(Cc2ccccc2)NC(=O)c2ccccc2)cc(=O)n(C)c1=O (configuration not stated),i,89,0%,8%,12%,22%,-7%,?,-8%
Cc1nc(C#N)c(N/N=C/c2cccc(Cl)c2)o1,?,-18,-22%,1%,4%,-4%,1%,-7%,?
CNc1nc(OCC(F)(F)F)nc(OCC(F)(F)F)n1,i,-2,-3%,21%,19%,2%,-10%,-9%,2%
O=C(Nc1ccccc1)c1ccc2ccccc2n1,i,25,60%[activator],2%,-5%,-1%,24%,0%,11%
COCCN1C(=O)c2[nH]nc(-c3c(C)cc(C)cc3O)c2C1c1cccc(O)c1 (configuration not stated),?,·,0%,·,·,·,·,-18%,-11%
CC1(C2CC2)NC(=O)N(CC(=O)Nc2ccc(C(F)(F)F)cc2)C1=O (configuration not stated),i,-22,-1%,-12%,-17%,0%,8%,-28%,0%
Cc1cccc(NC(=O)c2cc3n(n2)C(C(F)(F)F)CC(c2ccc4c(c2)OCO4)N3)c1 (configuration not stated),i,?,0%,?,?,9%,3%,12µM*,5%
COc1ccc(-c2cccc(C3CC=CC4C3C(=O)N(Cc3ccccc3)C4c3ccc4ccccc4c3)c2)cc1 (configuration not stated),i,43,6%,9%,-7%,-10%,-5%,8%,2%
O=C(Cn1c(=O)oc2ccccc21)Nc1ccc(Cl)cc1Cl,i,5,14%,18%,12%,2%,5%,-24%,3%
O=C(O)c1cc(-c2ccccc2)n(-c2ccccc2)n1,i,-4,-2%,10%,5%,-3%,4%,13%,-12%
CCCC(=O)N(c1ccc2oc(=O)sc2c1)S(=O)(=O)c1ccccc1,i,-5,-21%,?,-22%,13%,?,-23%,2%
COc1ccc(Cn2ccnc2CO)cc1[N+](=O)[O-],i,3,-12%,13%,1%,0%,-19%,31%,7%
Cc1cc(NS(=O)(=O)c2ccc(NC(=S)NCc3ccccc3)cc2)no1,i,8,-5%,-7%,4%,-9%,-19%,11%,1%
COc1cc(C(=O)N/C(=C\c2cn(C)c3ccccc23)C(=O)N2CCN(C)CC2)cc(OC)c1OC,i,-18,5%,4%,-8%,-13%,1%,?,1%
CC1(C)C2([N+](=O)[O-])CN3CC1([N+](=O)[O-])CN(C2)C3C(O)C(O)C(O)CO (configuration not stated),i,-7,-11%,-5%,12%,10µM*,-2%,-5%,-8%
Cc1ccc(Cl)cc1NC(=O)c1sc2nc(C)c(C)c(C)c2c1N,i,·,0%,·,·,·,·,-3%,-8%
O=S(=O)(Cc1ccccc1)CS(=O)(=O)Cc1ccccc1,i,-19,6%,1%,-9%,2%,-19%,5%,5%

# Results in KB-V1 cytotox, KB-3-1 tox and ATXN2 expr inh, for three of the compounds above:
canonical_smiles | KB-V1 cytotox | KB-3-1 tox | ATXN2 expr inh
COCCN1C(=O)c2[nH]nc(-c3c(C)cc(C)cc3O)c2C1c1cccc(O)c1 (configuration not stated) | -18% | -11% | 0%
COc1ccc(Cn2ccnc2CO)cc1[N+](=O)[O-] | 31% | 7% | -12%
O=C(Nc1ccccc1)c1ccc2ccccc2n1 | 0% | 11% | 60%[activator]

# The list goes on.
SMILES,S2 tox,IL1B secr inh,ATXN2 expr inh,HT1080NT lethal,HT1080 IDH1KD tx,SW480 rerep,MCF10A rerep,KB-V1 cytotox,KB-3-1 tox
CC(C)(C)c1ccc(C(=O)O)c(C(=O)c2ccccc2)c1,i,20,-20%,-15%,-9%,?,-7%,-11%,-18%
CSc1ncccc1C(=O)OCC(=O)c1ccc(Cl)s1,i,12,·,1%,0%,·,·,25%,-1%
CCOc1cc(C(=O)NCC(C)(C)CNC(=O)c2cc(OCC)c(OCC)c(OCC)c2)cc(OCC)c1OCC,?,-3,·,-11%,-22%,?,14%,-16%,1%
CCO[C@@H]1OC(C(=O)NCc2ccccc2)=C[C@H](c2ccc3c(c2)OCO3)[C@H]1CCCO,i,-3,-2%,2%,5%,-14%,12%,38%,3%
N#CCC(=O)c1ccccc1Oc1ccc(Cl)cc1,i,10,·,9%,5%,-6%,?,-8%,-1%
O=C1CN(C(=O)COC(=O)c2ccccc2O)c2ccccc2N1,i,11,-3%,?,18%,-2%,-3%,-6%,2%
COc1ccc(-c2ccc([C@H]3[C@@H]4C=CCC[C@@]4(C)C(=O)N3Cc3ccccc3)c(F)c2)cc1,i,-22,?,?,?,0%,?,7.3µM*,?
Cc1cccc(Nc2nc(N)nc(CSC(=S)N3CCOCC3)n2)c1,i,-1,54%[activator],-4%,-7%,10%,2%,?,0%
CCOc1ccc(-c2cc3nc(C4CCN(C(=O)OC(C)(C)C)CC4)c(C(=O)O)cn3n2)cc1,?,-22,11%,?,?,7%,?,0%,-2%
CCOC(=O)CSC1=N/C(=C\c2cc(OC)c(OC)c(OC)c2)C(=O)N1C,i,15,12%,15%,15%,5%,-1%,0%,13%
CCOC(=O)N1CCC(n2c(SCC(=O)NCCc3ccc(S(N)(=O)=O)cc3)nc3ccccc3c2=O)CC1,i,2,-19%,29%,32%,-1%,-1%,-4%,10%
CC1CCCN(c2nc3ccccc3nc2C(C#N)S(=O)(=O)c2cccs2)C1 (configuration not stated),i,32,-2%,3%,?,1%,?,?,0%
COc1ccc(CNC(=O)COc2cccnc2[N+](=O)[O-])cc1OC,i,-3,4%,0%,-6%,-13%,-6%,-1%,7%
O=c1[nH]cc(CCCc2ccccc2)c(=O)[nH]1,?,6,·,-2%,2%,·,·,-4%,7%
Cc1cc(C)cc(-c2nnc(SCC(=O)N3CCN(C(=O)c4ccco4)CC3)o2)c1,i,-16,-7%,-4%,0%,8%,3%,-25%,3%
O=C(NCCc1ccccc1)C(=O)NCC1CCCO1 (configuration not stated),i,18,25%,0%,14%,-2%,-15%,2%,1%
COc1ccc(CCNS(=O)(=O)c2cccc3cccnc23)cc1OC,i,-25,1%,-4%,-3%,-5%,4%,?,-18%
COc1cc(CNCCCN2CCOCC2)cc(Br)c1OCC(=O)N1CCCCC1,i,-3,-10%,-2%,-20%,-2%,-15%,10%,-12%
CN(C)c1ccc(C(=O)NC2(N3CCC3=O)CCCC2)cc1,i,31,0%[11.3 µM],-3%,2%,-2%,0%,1%,-2%
CC1=CC(=O)[C@H]2C(C)(C)CCC[C@]2(C)[C@@]1(O)CO,i,-5,9%,0%,-1%,-39%,-6%,-17%,0%
Cc1cc(C)nc(NC(=O)C(C)N2C(=O)c3ccccc3C2=O)n1 (configuration not stated),i,11,1%,8%,19%,0%,0%,7%,7%

# In another format: results already given
Molecule	S2 tox	IL1B secr inh	ATXN2 expr inh	HT1080NT lethal	HT1080 IDH1KD tx	SW480 rerep	MCF10A rerep	KB-V1 cytotox	KB-3-1 tox
Cc1ccc(Cl)cc1NC(=O)c1sc2nc(C)c(C)c(C)c2c1N	i	·	0%	·	·	·	·	-3%	-8%
COc1ccc(CNC(=O)COc2cccnc2[N+](=O)[O-])cc1OC	i	-3	4%	0%	-6%	-13%	-6%	-1%	7%
COc1ccc(-c2ccc([C@H]3[C@@H]4C=CCC[C@@]4(C)C(=O)N3Cc3ccccc3)c(F)c2)cc1	i	-22	?	?	?	0%	?	7.3µM*	?
Cc1cc(C)cc(-c2nnc(SCC(=O)N3CCN(C(=O)c4ccco4)CC3)o2)c1	i	-16	-7%	-4%	0%	8%	3%	-25%	3%

# At a glance, some entries already given.
SMILES,S2 tox,IL1B secr inh,ATXN2 expr inh,HT1080NT lethal,HT1080 IDH1KD tx,SW480 rerep,MCF10A rerep,KB-V1 cytotox,KB-3-1 tox
O=c1[nH]cc(CCCc2ccccc2)c(=O)[nH]1,?,6,·,-2%,2%,·,·,-4%,7%
Cc1cc(C)cc(-c2nnc(SCC(=O)N3CCN(C(=O)c4ccco4)CC3)o2)c1,i,-16,-7%,-4%,0%,8%,3%,-25%,3%
